CHT allo act = human CHT allosteric activation; CHT-expressing cells, membrane potential dye, choline EC20; stronger effect = higher value; LV-AA mutant CHT in HEK293 cells; 310,000 tested, 0.49% active; Q9GZV3; B-score at 10 µM; AID 488977;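 active = initial fluorescence not abnormally high and integrated response B-score, plate-corrected, over 3 SD above library mean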
Target sequence (Q9GZV3 whole entry, looked up): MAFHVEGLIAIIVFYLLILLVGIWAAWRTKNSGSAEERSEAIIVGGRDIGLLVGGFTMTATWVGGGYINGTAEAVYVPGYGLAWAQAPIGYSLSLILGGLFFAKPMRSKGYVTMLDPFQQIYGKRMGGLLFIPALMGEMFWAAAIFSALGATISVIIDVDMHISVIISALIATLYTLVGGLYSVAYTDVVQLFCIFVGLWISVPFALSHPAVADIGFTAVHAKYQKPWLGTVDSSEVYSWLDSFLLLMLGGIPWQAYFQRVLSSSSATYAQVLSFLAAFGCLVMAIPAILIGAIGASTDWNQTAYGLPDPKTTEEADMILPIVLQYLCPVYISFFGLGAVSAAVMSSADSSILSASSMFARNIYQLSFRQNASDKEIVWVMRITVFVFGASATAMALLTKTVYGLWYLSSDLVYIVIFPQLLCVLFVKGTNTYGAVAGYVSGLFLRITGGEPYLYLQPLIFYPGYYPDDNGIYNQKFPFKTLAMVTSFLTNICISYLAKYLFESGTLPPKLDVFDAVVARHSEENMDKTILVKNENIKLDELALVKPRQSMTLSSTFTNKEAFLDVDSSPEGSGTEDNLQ
CHT block = inhibitors of human choline transporter CHT; B-score at 10 µM; 310,000 tested, 0.86% active; CHT-expressing cells, membrane potential dye, choline response; stronger effect = lower value; Q9GZV3; AID 488975;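 active = B-score over 3 SD under the library average, and starting fluorescence ratio not unusually high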;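 also: choline stimulus applied at its EC90 after an EC20 pre-addition; B-score computed on integrated fluorescence ratio after choline addition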
* = called active by the depositor; i = inactive.

SMILES	CHT allo act	CHT block
CCN1CCN(Cc2ccc(NC(=O)c3cc(NC(=O)c4ccno4)cc(OC)c3)cc2C(F)(F)F)CC1	i	i
O=c1c2ccccc2nc2n1C(CBr)CS2 (stereo not given)	i	i
CCN1CCN(C(=O)c2ccc(Cl)c(S(=O)(=O)N3CCCCC3)c2)CC1	i	i
COc1ccc(OCc2nnc3n2N=C(c2ccc(Br)cc2)CS3)cc1	i	i
Cc1nc(-c2ccccc2)sc1C(=O)NN	i	i
CCOC(=O)c1cnc2c(C)c(C)ccc2c1Nc1ccc(S(=O)(=O)Nc2ncccn2)cc1	i	i
O=C(CC1NCCNC1=O)OCCCc1ccccc1 (stereo not given)	i	i
COc1ccc(C(=O)NCCc2c[nH]c3ccc(OC)cc23)cc1	i	i
COc1ccc(-n2nnc3c(SCc4ccccc4)ncnc32)cc1	i	i
O=C1OCC2=C1C(c1ccccc1)CC(=O)N2c1ccc(F)cc1 (stereo not given)	i	i
Cn1cnnc1SCC(=O)Nc1ccc(S(N)(=O)=O)cc1	i	i
NC1=NC(=O)C(Cc2ccccc2)S1 (stereo not given)	i	i
CCCOC(=O)C1=C(C)NC2=C(C(=O)CC(C)(C)C2)C1c1cccnc1 (stereo not given)	i	i
Cc1c(NC(=O)/C(C#N)=C/c2ccc(-c3ccccc3Cl)o2)c(=O)n(-c2ccccc2)n1C	i	i
O=C(Nc1cnccn1)Nc1ccccc1Cl	i	i
COc1ccc(-c2c(C#N)sc(C(N)=O)c2-c2ccc(OC)cc2)cc1	i	i
CCCCC1(C)NC(=S)N2N1C(=S)NC2(C)CCCC (stereo not given)	i	i
O=C(CN1CCN(c2ccccn2)CC1)Nc1ccccc1	i	i
CCOc1ccccc1NC(=O)CCS(=O)(=O)c1cccc2nonc12	i	i
CSCCC(NC(=O)c1c(C)oc2c1CCCC2)C(=O)O (stereo not given)	i	i

4 structures from above, arranged by heavy-atom count, lowest first:
SMILES	CHT allo act	CHT block
NC1=NC(=O)C(Cc2ccccc2)S1 (stereo not given)	i	i
CCCCC1(C)NC(=S)N2N1C(=S)NC2(C)CCCC (stereo not given)	i	i
Cn1cnnc1SCC(=O)Nc1ccc(S(N)(=O)=O)cc1	i	i
CCCOC(=O)C1=C(C)NC2=C(C(=O)CC(C)(C)C2)C1c1cccnc1 (stereo not given)	i	i

Carrying on.
SMILES	CHT allo act	CHT block
CCOc1ccccc1CNC(=O)CCn1ccc2cc(S(=O)(=O)N3CCCCC3)ccc21	i	i
CN(C)S(=O)(=O)c1cc(NC(=O)CN2CCOCC2)ccc1Cl	i	i
S=C(NCc1ccccc1)NN1CCOCC1	i	i
CSc1nnc(-c2cc3ccccc3cc2O)n1C	i	i
Cc1onc(-c2ccccc2)c1-c1nc2cc(Cl)ccc2c(=O)o1	i	i
COC(=O)Cc1[nH]n(-c2nc3ccccc3s2)c(=O)c1C(C)=O	i	i
CCCc1ccc(NS(=O)(=O)c2c(C)oc(C)c2C(=O)OC)cc1	i	i
OCC1CCCN(C(=S)Nc2ccc(Nc3ccccc3)cc2)C1 (stereo not given)	i	i
COCCCNC(=S)N/N=C/c1ccc(N(C)C)cc1Cl	i	i
CCOC(=O)C(NC(=O)NC1CCCCC1)(c1ccccc1)C(F)(F)F (stereo not given)	i	i
O=C(O)CCC(=O)N1N=C(c2ccc(Br)cc2)CC1c1cccc(Br)c1 (stereo not given)	i	i
COc1ccccc1NC(=S)NC1CC2CCC1C2 (stereo not given)	i	i
Cc1cc(/C=N/Nc2ncnc(N)c2[N+](=O)[O-])c(C)n1-c1ccccc1	i	i
CSc1nc(Oc2ccccc2)c2sccc2n1	i	i
CCOc1cc(C(=O)OCC(=O)NCc2ccco2)cc(OCC)c1OCC	i	i
O=S(=O)(NCc1ccco1)c1ccc2ccccc2c1	i	i
CCOC(=O)Cc1nnc(Nc2ccc(C)cc2C)c2ccccc12	i	i
COc1ccc(CCNC(=O)CSc2ncnc3c2oc2ccccc23)cc1OC	i	i
Cc1ccc2nc(SC(C(=O)c3ccccc3)c3ccccc3)nc(C)c2c1 (stereo not given)	i	i
COc1ccc(COc2ccccc2C(=O)Nc2ccccn2)cc1[N+](=O)[O-]	i	i
Clc1ccc(-c2nnc(-c3ccccc3)o2)cn1	i	i
CCOc1cc(-c2c(C)c(C)nc(N)c2C#N)ccc1O	i	i
Cn1c(CN2CCCC(C(=O)c3ccc4c(c3)OCO4)C2)nc2ccccc21 (stereo not given)	i	i
O=c1cc(-c2ccccc2Cl)oc2c(NS(=O)(=O)c3ccccc3C(F)(F)F)ccc(O)c12	i	i
CS(=O)(=O)c1ccc(Cl)c(NC(=O)c2cc(=O)[nH]c3ccc(S(=O)(=O)N4CCOCC4)cc23)c1	i	i
COc1cc(/C=C(\C#N)C(=O)Nc2ccc3ccccc3c2)c([N+](=O)[O-])cc1OC	i	i
CC(C)(C)C(=O)Nc1sc2c(c1C#N)CCN(Cc1ccccc1)C2	i	i
CCOc1ccc(NC(=O)c2sc3nc(N4CCOCC4)c4c(c3c2N)CCCC4)cc1	i	i
COc1cccc(CNC(=O)CN(C)S(=O)(=O)c2ccc3c(c2)CC(C)N3C(C)=O)c1 (stereo not given)	i	i
COc1cccc(C(=O)NCC(=O)NNc2ncnc(N)c2[N+](=O)[O-])c1	i	i
N/C(=N\OC(=O)c1cc(-c2ccccc2)nc2ccccc12)c1cccnc1	i	i
O=C(O)C1CCN(C(=O)OCc2ccccc2)CC1	i	i
Cc1nc2c(C(=O)N3CCN(c4ccccn4)CC3)cnn2c(C)c1Cc1cccc(Cl)c1	i	i
O=C(N/N=C/c1ccccn1)c1cc(-c2ccc(Br)s2)[nH]n1	i	i
Cn1c(=O)c(C(=O)COc2ccc(C#N)cc2)c(N)n(Cc2ccccc2)c1=O	i	i
O=C(CCc1ccccc1)Nc1cc(C(=O)O)cc(C(=O)O)c1	i	i
NNC(=O)c1snnc1-c1ccccc1	i	i
Cc1ccc(S(=O)(=O)Nc2c(C)nn(C)c2C)cc1	i	i
Cc1cc(Cl)ccc1OC(C)C(=O)Nc1ccc(S(=O)(=O)N2CCOCC2)cc1 (stereo not given)	i	i
NC(N)=Nc1nc(C2COc3ccccc3O2)cs1 (stereo not given)	i	-8.76*

Quoted at random: two entries already listed
SMILES	CHT allo act	CHT block
CS(=O)(=O)c1ccc(Cl)c(NC(=O)c2cc(=O)[nH]c3ccc(S(=O)(=O)N4CCOCC4)cc23)c1	i	i
CCOC(=O)Cc1nnc(Nc2ccc(C)cc2C)c2ccccc12	i	i

(further entries)
SMILES	CHT allo act	CHT block
FC(F)(F)c1nc(Sc2ncccc2C(F)(F)F)n[nH]1	i	i
CNC(=O)c1sc(-c2ccccn2)nc1C	i	i
Cn1nc(CC(=O)Nc2ncc(Br)s2)c2ccccc2c1=O	i	i
CCCOc1ccc(C2C(C(=O)c3ccc(C)o3)=C(O)C(=O)N2Cc2cccnc2)cc1 (stereo not given)	i	i
Cc1ccc(OCC(=O)N2CC3(C)CC2CC(C)(C)C3)cc1 (stereo not given)	i	i
NC(=O)NOCc1ccccc1F	i	i
COc1ccc(Cl)cc1NC(=O)NCC1CCN(Cc2ccccc2F)CC1	i	i
CC(C)(C)CC(=O)Nc1cc(S(=O)(=O)N2CCOCC2)ccc1N1CCCC1	i	i
CCCCn1c(-c2cccc(Br)c2)nc2cc3[nH]c(=O)c(C(C)C)nc3cc21	i	i
Cc1ccc2nc(Cl)c(/C=N/Nc3ccc(C(=O)O)cc3)cc2c1	i	i
c1ccc(-c2oc3ncnc(NCCN4CCOCC4)c3c2-c2ccccc2)cc1	i	i
CC(Oc1ccc(Cl)cc1)/C(N)=N/O (stereo not given)	i	i
COc1cccc(C(c2sc3nc(C)nn3c2O)N2CCc3ccccc3C2)c1 (stereo not given)	i	i
CCOC(=O)c1c(C)[nH]c(C(=O)N(C)Cc2cccc(OC)c2OC)c1C	i	i
CC(=O)c1ccc(S(=O)(=O)N2CCN(C(=O)CSc3ccc(F)cc3)CC2)cc1	i	i
CSc1ccccc1OCc1cc(C(=O)NCCn2nc(C)cc2C)no1	i	i
CCN(CC)CCC(c1cc(OC)c(OC)c(OC)c1)c1c(OC)cc(OC)c2c(-c3ccccc3)cc(=O)oc12 (stereo not given)	i	i
Cc1ccc(NNC(=O)C(=O)N2CCCCC2)cc1	i	i
COc1ccc(OCC(O)CN2CCOCC2)cc1 (stereo not given)	i	i
CCOc1ccc(CCNC(=O)CCn2ccc3cc(S(=O)(=O)N4CCCC4)ccc32)cc1	i	i

Complete entries, looked up by structure. Screens in order: CHT allo act, CHT block
`c1ccc(-c2oc3ncnc(NCCN4CCOCC4)c3c2-c2ccccc2)cc1` is listed as i, i
`CCOC(=O)c1c(C)[nH]c(C(=O)N(C)Cc2cccc(OC)c2OC)c1C` is listed as i, i
`Cc1ccc(NNC(=O)C(=O)N2CCCCC2)cc1` is listed as i, i

Later entries
SMILES	CHT allo act	CHT block
O=C(O)CCc1nc2ccccc2n(CCc2ccccc2)c1=O	i	i
CNC(=O)NC(=O)C(C)OC(=O)c1oc2ccccc2c1CSc1ccc(Cl)cc1 (stereo not given)	i	i
CCc1nc(Nc2ccc(N3CCN(C(C)=O)CC3)cc2)c2oc3ccccc3c2n1	i	i
Cc1cc(-c2nc(C)c(-c3nnc(SCC(=O)Nc4ccc(Cl)cc4)n3C)s2)no1	i	i
COc1ccc(C2C3(C#N)C(N)=NC(OC)(OC)C23C#N)cc1 (stereo not given)	i	i
OCCn1c(SCCOc2ccccc2)nc2ccccc21	i	i
CCCn1c(N)c(N(CCOC)C(=O)c2ccc(F)cc2F)c(=O)[nH]c1=O	i	i
Cn1c(=O)c2c(nc(Oc3ccc4c(c3)OCO4)n2Cc2ccc(F)cc2)n(C)c1=O	i	i
COc1ccccc1NS(=O)(=O)c1ccc(Cl)c(NC(=O)C(C)N2C(=O)c3ccccc3C2=O)c1 (stereo not given)	i	i
CC1=CC2=NC(=O)/C(=C/c3coc4ccc(Cl)cc4c3=O)C(=N)N2O1	i	i
COc1cccc(NC(=O)COc2ccc(N3CC(C(=O)NCC(C)C)CC3=O)cc2)c1 (stereo not given)	i	i
CC(C)c1ccc(NC(=O)N2CCOCC2)cc1	i	i
Cc1ccc(NC(=O)c2ccc(S(=O)(=O)N3CCCCCC3)cc2)nc1	i	i
CC1CCC(C(C)C)C(OC(=O)CSc2nccc(=O)[nH]2)C1 (stereo not given)	i	i
C#CCOCCOCCOCCNc1nc(N2CCN(C(=O)CCCCCCCCCCNC(=O)[C@H]([C@@H](C)CC)n3cc(CCCCN=C(N)N)nn3)CC2)nc(N2CCN(C(=O)CCCCCCCCCCNC(=O)[C@H]([C@@H](C)CC)n3cc(CCCCN=C(N)N)nn3)CC2)n1	i	i
Fc1cccc(Cl)c1COc1ccc(-c2nnco2)cc1	i	i
O=C(Nc1ccc(N2CCN(C(=O)c3ccccc3)CC2)cc1)c1ccc2c(c1)OCCO2	i	i
CN(Cc1ccccc1)c1nc2c(c(=O)n(C)c(=O)n2C)n1CCSc1ncccn1	i	i
O=C(NCCc1ccccc1)C1(S(=O)(=O)c2ccc(Cl)cc2)CC1	i	i
Cc1cc(C)nc(NS(=O)(=O)c2ccc(NC(=O)CSc3nc4ccccc4[nH]3)cc2)n1	i	i
O=C1Oc2ccccc2C(=O)/C1=C\N1CCN(c2ccccc2)CC1	i	i
CC(=O)Nc1ccc(-c2ccc(NC(C)=O)c(O)c2)cc1O	i	i
COC(=O)c1ccccc1OCc1cccc(C)n1	i	i
CCOc1ccc(CNC(=O)C2CCN(S(=O)(=O)N3CCCC3)CC2)cc1OC	i	i
Cc1ccc2oc(=O)c3cc(C(=O)NCCN4CCc5ccccc5C4)sc3c2c1	i	i
Cc1ccc(C(c2c(C)[nH][nH]c2=O)c2c(C)[nH][nH]c2=O)cc1[N+](=O)[O-]	i	i
CN1CCN(CCCN2c3ccccc3Sc3ccc(C(F)(F)F)cc32)CC1	i	i
O=C1OC(/C=C/c2ccc(Cl)cc2)=NC/1=C/c1ccco1	i	i
CC(C)C(NCc1c(Cl)cccc1Cl)C(=O)O (stereo not given)	i	i
O=C(/C=C/c1ccccc1Cl)N(Cc1ccc(Cl)cc1)C1CCS(=O)(=O)C1 (stereo not given)	i	i
COc1ccccc1-c1ccc(SCc2ccc(F)cc2)nn1	i	i
Cc1cc(=O)oc2cc(OC(C)C(=O)NCCCn3ccnc3)ccc12 (stereo not given)	i	i
COCC1CCCN(C(=O)c2ccc(OC3CCN(Cc4ccccn4)CC3)cc2)C1 (stereo not given)	i	i
Cc1cc(NC(=O)CCl)n(-c2nc3ccccc3s2)n1	i	i
CCCC(C(=O)O)n1c(O)c(C=C2N=c3ccccc3=N2)sc1=S (stereo not given)	i	i
COc1cc(-c2nnc3n2CCCCC3)cc(OC)c1OC	i	i
COc1ccc(CCNC(=O)CSc2nn(-c3ccccc3)c(=S)s2)cc1OC	i	i
O=C(NCc1ccc(C(F)(F)F)cc1)C1CC(c2c(Cl)cccc2Cl)=NO1 (stereo not given)	i	i
Cc1ccc(N2CC(C(=O)N3CCC(C(=O)NC(C)(C)C)CC3)CC2=O)cc1 (stereo not given)	i	i
CC1CN(C2CCN(C(=O)COc3ccc(Cl)cc3)CC2)CC(C)O1 (stereo not given)	i	i
CC(=O)Nc1ccc(NC(=S)NC(=O)/C=C/c2ccc(Cl)cc2)cc1	i	i
Nc1nc2c(nc(SCc3ccccc3Br)n2[C@@H]2O[C@H](CO)[C@@H](O)[C@H]2O)c(=O)[nH]1	i	i
CCCCCc1nnc(NC(=O)C(=O)OCC)s1	i	i
COc1cccc(C(O)c2nc3ccccc3n2C)c1 (stereo not given)	i	i
